Tb PFK inh: T. brucei PFK enzyme inhibition. AID 485367. Potency, µM (series often up to 57.5 µM), for the others: at the top dose activity, negative = inhibition, usual class: inhibitors. hit rate 0.17% among 330,000. T. brucei PFK, ADP-Glo luminescence. O15648;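 note: potency is the fitted concentration of half-maximal effect; 0% = uninhibited 1x PFK enzyme wells and -100% = no-enzyme wells; nearly all actives have a fitted effect of over 60% in size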
Target sequence (O15648 whole entry, looked up): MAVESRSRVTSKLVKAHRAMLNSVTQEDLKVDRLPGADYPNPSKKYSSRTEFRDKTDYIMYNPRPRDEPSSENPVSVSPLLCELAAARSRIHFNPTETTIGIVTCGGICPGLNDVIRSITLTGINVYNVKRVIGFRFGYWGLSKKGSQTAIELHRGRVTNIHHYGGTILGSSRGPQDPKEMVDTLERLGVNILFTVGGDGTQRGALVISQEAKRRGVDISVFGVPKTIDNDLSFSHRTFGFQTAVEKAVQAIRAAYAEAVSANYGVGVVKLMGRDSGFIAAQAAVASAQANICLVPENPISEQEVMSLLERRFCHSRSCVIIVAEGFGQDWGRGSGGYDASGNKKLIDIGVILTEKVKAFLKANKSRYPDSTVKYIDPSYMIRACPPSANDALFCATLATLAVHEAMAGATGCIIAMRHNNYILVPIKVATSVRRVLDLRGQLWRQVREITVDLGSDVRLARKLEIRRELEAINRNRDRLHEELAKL
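Activity is normalized to no-enzyme wells (full inhibition) and 1.25 nM enzyme wells (no inhibition). Reaction: 0.5 mM F6P, 0.1 mM ATP, 45 min RT, ADP-Glo luminescence; concentration-response curves fitted and classed by quality.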
KCNH2 3.1 inh: inhibitors of human KCNH2 3.1 potassium channel isoform | U2OS KCNH2 3.1, thallium flux FluxOr; hits give low values | activity change, % (tested at about 1.8 µM) | AID 720553 | hit rate 0.95% among 340,000;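 active = maximum activity change below -70%; inconclusive = maximum activity change from -70% to -50%; inactive = maximum activity change above -50%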;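 note: thallium influx rate constant from kinetic fluorescence after stimulation buffer; % is set by controls: 0 for no effect and ±100 for the full control effect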
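Thallium flux read-out: FluxOr dye with Red40 quencher in HBSS/HEPES, 45 min at RT. Rate constants from kinetic reads were normalized to positive and negative DMSO controls. Cells: U2OS virally expressing the 3.1 isoform.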
NPC1 promoter act: activators of NPC1 promoter | hit rate 2.4% among 320,000 | Potency, µM (highest dose often 9.22 µM), for inactives: top-dose activation, actives largely listed as activators | Huh7 NPC1 promoter luciferase reporter, 24 h;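 note: potency is the fitted concentration of half-maximal effect; % of control where 0% means no effect; nearly all actives have a fitted effect of over 60% in size; reporter is driven by a mutant NPC1 promoter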
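Luminescence from an NPC1 promoter-driven luciferase reporter in stably transfected Huh7 cells was measured after 24 h compound treatment at 37 °C, followed by 10 min ambient incubation with luciferase detection reagent.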
uPA generation: inhibitors of cell surface uPA generation | hit rate 0.31% among 330,000 | Potency, µM (titrated, usually from 38.3 µM), for inactives: at the highest dose activity change, negative = inhibition, actives largely listed as inhibitors | cell surface uPA generation assay, qHTS; active = well fitted inhibition curve with a large enough effect; inconclusive = small, poorly fitted or top-dose-only effect; inactive = no such curve, though single readings can be large or run the other way; tested in mouse RAW 264.7 cells; note: potency is the fitted concentration of half-maximal effect; % is set by controls: 0 for no effect and ±100 for the full control effect; nearly all actives have a fitted effect of over 55% in size
Rab9 prom act: activators of Rab9 promoter; Potency, µM (top dose mostly 9.22 µM), inactives show top-dose activation, negative = inhibition, hits mostly activators; hit rate 2.8% among 320,000; Huh7 Rab9 promoter-luciferase reporter, luminescence, 24 h; note: potency is the fitted concentration of half-maximal effect; % of control where 0% means no effect; nearly all actives have a fitted effect of over 60% in size
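Measured in stably transfected Huh7 cells bearing a Rab9 promoter–luciferase construct: 24 h compound treatment at 37 °C, followed by luminescence detection.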
Coupling enz: counter-screen for Giardia aldolase inhibitors: coupling enzyme system. AID 2472. coupling enzyme system counterscreen, AmpLite Red fluorescence. activity change, negative = inhibition, % at 58.2 µM, hits read low. hit rate 0.67% among 290,000; in the data active = activity change below about -30%; note: % is set by controls: 0 for no effect and ±100 for the full control effect
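Activity here indicates interference with the coupling reaction, not aldolase inhibition. Compounds at 57.5 uM final met coupling enzymes for 10 min at RT; substrate and AmpLite Red detection followed, with a 525/598 nm fluorescence read after 20 min.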
VP16 counter: counter-screen for ROR gamma inhibitors: Gal4-VP16 reporter | Drosophila S2 Gal4-VP16 UAS-luciferase, luminescence, 20 h | AID 2546 | Potency, µM (highest dose often 53.6 µM), for inactives: at the highest dose activity, negative = inhibition, usual class: inhibitors | hit rate 3.5% among 310,000;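 note: Gal4-VP16 expression switched on by copper sulfate through the metallothionein promoter; potency is the fitted concentration of half-maximal effect; % is set by controls: 0 for no effect and ±100 for the full control effect; nearly all actives have a fitted effect of over 50% in size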
FLuc counter: inhibits or activates purified firefly luciferase, miR-21 counter-screen; purified FLuc, Km substrates, luminescence inhibition; Potency, µM (series often up to 57.5 µM), inactives show top-dose activity change, negative = inhibition, hits mostly inhibitors; hit rate 6.9% among 360,000; AID 588342;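 note: potency is the fitted concentration of half-maximal effect; plate controls were vehicle for no effect and reference inhibitor for full effect; nearly all actives have a fitted effect of over 55% in size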
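Purified P. pyralis luciferase (10nM final) with 10uM D-luciferin and 10uM ATP (Km levels) in 50mM Tris acetate pH 7.5, 10mM Mg acetate, 0.01% Tween-20, 0.05% BSA; qHTS 6-point titration, ~60 µM downward; luminescence read.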
RORgamma inh: blocks mouse ROR gamma transcriptional activity | P51450 | Drosophila S2 Gal4-RORgamma UAS-luciferase reporter, 20 h | Potency, µM (series often up to 53.6 µM), without a hit: at the top dose activity change, negative = inhibition, usual class: inhibitors | hit rate 5.4% among 310,000 | AID 2551; note: potency is the fitted concentration of half-maximal effect; % is set by controls: 0 for no effect and ±100 for the full control effect; nearly all actives have a fitted effect of over 60% in size
Target sequence (P51450 whole entry, looked up, the tested form may be a part): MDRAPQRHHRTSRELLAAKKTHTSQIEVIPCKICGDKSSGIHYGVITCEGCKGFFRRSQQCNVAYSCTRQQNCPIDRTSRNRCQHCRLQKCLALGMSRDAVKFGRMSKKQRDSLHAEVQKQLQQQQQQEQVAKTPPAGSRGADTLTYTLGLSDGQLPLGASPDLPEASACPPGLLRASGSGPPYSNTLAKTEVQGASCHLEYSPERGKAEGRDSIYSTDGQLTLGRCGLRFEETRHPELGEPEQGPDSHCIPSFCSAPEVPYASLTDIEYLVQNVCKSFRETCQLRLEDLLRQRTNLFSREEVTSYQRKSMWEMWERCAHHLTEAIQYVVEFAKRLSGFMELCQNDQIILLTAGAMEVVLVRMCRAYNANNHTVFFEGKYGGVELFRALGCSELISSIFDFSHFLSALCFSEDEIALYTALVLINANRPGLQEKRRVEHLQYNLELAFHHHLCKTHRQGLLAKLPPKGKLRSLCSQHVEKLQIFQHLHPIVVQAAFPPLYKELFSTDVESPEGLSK
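Luciferase reporter read in Schneider cells carrying Gal4-RORγ (mouse) and UAS-Photinus luciferase; cells given compound 1 h before 700 uM copper sulfate induction, then incubated 20 h at ambient temperature.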
ELG1 genotox: genotoxicity induction in ELG1-luciferase HEK293T cells; HEK293T ELG1-luciferase reporter, luminescence, 16 h; Potency, µM (doses to about 46 µM), without a hit: at the top dose activity change, positive = activation, most hits filed as activators; hit rate 1.3% among 330,000; note: potency is the fitted concentration of half-maximal effect; % of control where 0% means no effect; nearly all actives have a fitted effect of over 60% in size
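ELG1-luciferase HEK293T cells, 2,000/well; compound pinned in; 16 hr, 37 °C, 5% CO2; ONE-Glo, 30 min RT; luminescence on CCD imager.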
Giardia kill: Giardia lamblia killing. Giardia lamblia trophozoite viability. activity change, % at 7.66 µM, hits read low. hit rate 0.15% among 340,000; in the data active = activity change below about -80%; inconclusive = between about -30% and that limit;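 note: parasites exposed to compound for two days anaerobically before the ATP read; % is set by controls: 0 for no effect and ±100 for the full control effect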
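Killing of trophozoites was scored by loss of ATP luminescence after a 48 hrs anaerobic exposure to compounds at 37 deg C, using 100 cells per well.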
Numbers without * were called inactive; ? = inconclusive; · = not tested or not shown; [ ] = remark or other dose. Unless noted, calls come from the whole dose curve; as a rule, active = well fitted curve in the direction sought with a large enough effect; inconclusive = small, poorly fitted or top-dose-only effect, or another doubt; inactive = no such curve, though single readings can be large; an effect the other way counts as inactive or inconclusive.

SMILES	Tb PFK inh	KCNH2 3.1 inh	NPC1 promoter act	uPA generation	Rab9 prom act	Coupling enz	VP16 counter	FLuc counter	RORgamma inh	ELG1 genotox	Giardia kill
COc1ccc(C2c3c(oc4ccc(Cl)cc4c3=O)C(=O)N2CCN2CCOCC2)cc1 (centres undefined)	?	3	1%	-4%	-1%	-1	-6%	2%	15%	0%	?
Cc1noc(C)c1COc1ccccc1C(=O)N1CCN(S(=O)(=O)c2ccccc2F)CC1	2%	-1	1%	-7%	-5%	·	·	4%	·	23µM*	5
Cc1cccc(NC(=O)C2CCN(S(=O)(=O)c3c(C)noc3/C=C/c3ccco3)CC2)n1	0%	-1	-13%	-2%	-34%[inhibitor]	-1	-20%	5%	?	-6%	-1
Cc1cccc(C(=O)NNS(=O)(=O)c2ccccc2[N+](=O)[O-])c1	5%	-9	-2%	3%	7%	1	-10%	-9%	-8%	1%	-4
Cc1cc(C)c(C#N)c(SCC(=O)C(C)(C)C)n1	-5%	-4	0%	-12%	-3%	-6	-11%	-13%	?	2%	-3
CC12CCC(=O)N1C(C(=O)N1CCN(c3ccc(C(F)(F)F)cc3[N+](=O)[O-])CC1)CS2 (centres undefined)	-5%	3	-2%	4%	-2%	·	-8%	1%	0%	-8%	4
COc1cccc(CN2CCC(n3nccc3NC(=O)C3CC3)CC2)c1	1%	-2	6%	2%	7%	·	-2%	-2%	-9%	0%	-14
COC(=O)c1ccc(NC(=O)c2ccccc2N(C)S(=O)(=O)c2ccccc2)cc1	-5%	-4	3%	3%	-2%	1	-14%	6%	21%	-6%	-8
CC1CCCCC1NC(=O)c1cc(S(=O)(=O)N2CCCCC2)ccc1N1CCOCC1 (centres undefined)	-2%	0	0%	?	-3%	·	·	4%	·	0%	-29
Cc1cccc(NC(=S)NC(C)(C)CC(C)(C)C)c1	-3%	14	-6%	1%	-23%	2	8.9µM*	-2%	2.2µM*	-13%	-9
CCOC(=O)C1C(=O)Oc2ccc3ccccc3c2C1C1CCOC1=O (centres undefined)	-1%	-5	3%	-6%	-4%	9	11%	0%	-17%	3%	-16
CCCCCc1ccc(-c2ccc(C(=O)O)cc2)nc1	-6%	1	?	-8%	?	19	?	0.67µM*	6.3µM*	0%	-23
COC(=O)Cc1cc(=O)[nH]c(/N=C(\N)Nc2ccc(C)cc2)n1	-2%	14	8%	0%	-4%	-3	1%	2%	10%	-6%	1
O=C(CCNC(=O)c1ccc(Cl)cc1)Nc1ccc(F)cc1F	-1%	1	1%	-1%	3%	-2	7%	-2%	7%	0%	?
CC(C)c1c(O)nc(SCc2ccccc2)[nH]c1=O	0%	11	-2%	-2%	-11%	-2	-5%	2%	9%	3%	-13
Cc1ccc(S(=O)(=O)N2CCN(C3CCC(c4ccccc4)CC3)CC2)cc1 (centres undefined)	4%	·	1%	·	-11%	-1	-13%	0%	28%	-4%	·
O=C1CCC(O)CCN1CCSc1ccccc1 (centres undefined)	0%	-18	?	9%	?	0	-5%	?	7%	18%	-10
CCOC(=O)c1cnc2c(cnn2C)c1NCCC(O)C(F)(F)F (centres undefined)	2%	-25	-3%	·	3%	3	-3%	1%	24%	-1%	-9
CN(C(=O)COC(=O)C1CCN(S(=O)(=O)c2c(Cl)cccc2Cl)CC1)C1CCS(=O)(=O)C1 (centres undefined)	-4%	-5	-5%	5%	0%	·	·	-1%	·	2%	-16
CNC(=O)C1C2C=CC3(O2)C1C(=O)N(C1CC1)C3C(=O)NCc1ccc(OC)cc1 (centres undefined)	0%	12	1%	-2%	-1%	1	13%	3%	-22%	0%	-22
O=C1CN(C(=O)CN2C(=O)NC3(CCCCC3)C2=O)c2ccccc2N1	-2%	19	-4%	6%	-5%	1	4%	-4%	-6%	1%	-1
O=C(CN1C(=O)c2ccccc2S1(=O)=O)NCc1ccccc1Cl	?	3	-2%	0%	3%	1	1%	-20%	26%	0%	4
CCCCN(C(=O)c1sc2nc3n(c(=O)c2c1C)CCC3)c1c(N)n(CC(C)C)c(=O)[nH]c1=O	-3%	5	-7%	14%	0%	·	·	-1%	·	-6%	-3
CCOC(=O)C1=C(C)N(c2ccc(C)cc2)C(=O)/C1=C\c1cccs1	0%	-5	-9%	0%	-3%	-1	-14%	1%	4%	1%	-13
CCOC(=O)c1csc(NC(=O)COc2ccc(Cl)cc2Cl)n1	-4%	-11	-2%	3%	-8%	5	-28%	24µM*	?	0%	10
O=C(CSc1cccc[n+]1[O-])NC1CCCCC1	-1%	3	·	5%	·	·	·	·	·	1%	-3
Cc1c(OCC(N)=O)ccc2c(-c3ccccc3)cc(=O)oc12	-1%	23	3%	2%	0%	1	-3%	3%	-17%	15%	?
O=C(CCS(=O)(=O)c1ccc(Br)cc1)Nc1ccccc1Cl	1%	9	-2%	10%	9%	2	-5%	-1%	4%	0%	-8
Cn1c(NC(=O)c2ccc(Cl)cc2)c(-c2ccccn2)c(=O)c2ccccc21	5%	-8	0%	22%	0%	0	0%	-1%	3%	0%	-4
COc1cccc(C2C(=O)c3ccccc3C2=O)c1	0%	5	-8%	10%	5%	-5	2%	27µM*	-16%	2%	-1
CNC(=O)CSc1n[nH]c(-c2cc(Cl)ccc2OC)n1	1%	-2	-1%	2%	-2%	1	0%	1%	-7%	-2%	7
Cn1c(CSc2nnc(SCc3ccccc3)s2)nc2ccccc21	-6%	10	-6%	1%	0%	0	?	-1%	?	1%	3
COc1cc(C)c(S(=O)(=O)NCc2ccc3c(c2)OCO3)cc1C	0%	-4	1%	4%	4%	1	-1%	5%	-1%	5%	13
C/C(CCc1ccccc1)=N/NC(=O)C(=O)NCc1ccccc1	1%	0	-6%	13%	-2%	1	-2%	3%	2%	1%	-10
Cc1ccc(-c2nnc(SCC(=O)O)n2N)cc1	-3%	4	2%	3%	15%	2	1%	-2%	-6%	-1%	21
O=C(NCc1ccccc1F)C1CCCN(S(=O)(=O)N2CCOCC2)C1 (centres undefined)	1%	-1	?	-2%	0%	0	0%	0%	-1%	0%[9.26 µM]	5
CCCCn1c(N)c(N(Cc2ccccc2OC)C(=O)CCC(C)C)c(=O)[nH]c1=O	0%	·	0%	3%	5%	·	-5%	1%	-15%	-8%	-11
CSc1nnc(C)c(/C=C/NOCc2ccc(Cl)cc2)n1	7%	12	-1%	2%	-1%	4	-1%	-15%	27%	-6%	9
CCOC(=O)COc1ccc(Br)cc1/C=C1\SC(N)=NC1=O	0%	-2	0%	-10%	7%	1	-1%	0%	-21%	3%	23
Cc1ccc2nc(N3C(=O)C(O)=C(C(=O)c4ccc(C)o4)C3c3cccc(O)c3)sc2c1 (centres undefined)	-6%	16	-1%	3%	-3%	9	-16%	?	-3%	4%	19
Cc1ccc(NC(=O)N2N=C(c3ccc(F)cc3)CC2c2ccc(F)cc2)cc1 (centres undefined)	-2%	-7	-3%	0%	2%	0	-17%	-3%	?	-11%	7
Cc1[nH][nH]c(=O)c1C(c1ccc2c(c1)OCO2)c1c(C)[nH][nH]c1=O	24µM*	-6	-2%	?	4%	-3	29%	-6%	19%	-2%	53[activator]
COc1cc2c(cc1OC)CN(C(=O)c1ccc(-c3ccccc3)cc1)CC2	-7%	-14	0%	12%	-5%	-1	-14%	-9%	0%	-6%	-14
CCOC(=O)c1c(NC(=O)C2CCCCC2)sc2c1CCN(C(C)C)C2	-7%	4	1%	?	3%	2	-4%	1%	-25%	-9%	-7
Cc1c(C(=O)Nc2ccc(F)cc2)oc2ccc(S(=O)(=O)N3CC(C)CC(C)C3)cc12 (centres undefined)	1%	-10	-13%	-3%	-27%	3	1%	0%	1%	-12%	20
COc1ccccc1-n1cc(-c2ccccc2)c2c(=S)nc[nH]c21	4%	1	-3%	14%	-1%	-1	1µM*	5%	1µM*	6%[9.26 µM]	-26
O=C(Nc1ccccc1)C1=C[C@H](c2ccc3c(c2)OCO3)C[C@H](OCc2ccc(CO)cc2)O1	-5%	7	9%	18%	23%	-9	-3%	?	10%	14%	-24
COC(=O)c1ccccc1NC(=O)C1CCCC1	1%	-4	0%	-3%	-5%	7	-14%	5%	0%	-3%	-11
CCOC(=O)COc1cc2c3c(c(=O)oc2cc1C)CCCC3	1%	2	-5%	0%	-9%	2	12%	5%	-22%	8%	7
CCCCN(C)C(=O)c1cn(CC)c2nc(C)ccc2c1=O	-3%	4	3%	·	-3%	-1	-13%	0%	7%	1%	0

Compound activity: PubChem, National Center for Advancing Translational Sciences (NCATS)
